hcGAS lum = human cGAS inhibition; Q8N884; recombinant h-cGAS, ATP depletion, Kinase-Glo luminescence; inhibition, % at 12.5 µM; 290,000 compounds, 0.081% hits; AID 1259398;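 also: 0% = vehicle reaction and 100% = reaction without DNA for no activity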
Target sequence (Q8N884 whole entry, looked up): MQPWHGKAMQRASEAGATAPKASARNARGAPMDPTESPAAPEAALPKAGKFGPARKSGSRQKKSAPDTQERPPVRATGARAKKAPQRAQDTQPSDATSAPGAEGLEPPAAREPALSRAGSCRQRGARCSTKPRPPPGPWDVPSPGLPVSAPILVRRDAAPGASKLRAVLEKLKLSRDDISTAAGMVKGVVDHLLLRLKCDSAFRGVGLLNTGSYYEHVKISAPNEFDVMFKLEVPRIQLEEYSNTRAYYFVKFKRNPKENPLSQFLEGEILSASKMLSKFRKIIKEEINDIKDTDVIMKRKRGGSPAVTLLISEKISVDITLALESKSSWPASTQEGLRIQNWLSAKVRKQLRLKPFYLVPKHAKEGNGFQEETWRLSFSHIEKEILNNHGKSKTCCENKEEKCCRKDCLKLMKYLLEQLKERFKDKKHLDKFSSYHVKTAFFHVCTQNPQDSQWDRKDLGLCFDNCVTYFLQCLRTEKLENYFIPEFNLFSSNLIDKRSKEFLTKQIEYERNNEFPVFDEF
mcGAS lum = blocks mouse cGAS activity; Q8C6L5; recombinant cGAS, Kinase-Glo ATP depletion luminescence; inhibition, % at 12.5 µM; 160,000 compounds, 0.15% hits; AID 1259399;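 also: 0% = negative control wells and 100% = reference inhibitor with no enzyme activity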
NPYLR7 ag = mosquito NPYLR7 agonism; HEK293T NPYLR7/Galpha15, GCaMP6s calcium fluorescence; AID 1259423; activation, % at 10 µM; 270,000 compounds, 0.15% hits; in the data active = activation above about 40%;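 also: 0% = vehicle and 100% = reference agonist at the receptor; some compounds past the cut are filed as inactive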
Starred values were filed as active, the others as inactive; & = joins results of further samples. Rule as the data show it, unless noted: active = inhibition above about 40%; inactive = the rest.

`CCOC(=O)CCNC(=O)N1CCC2(CCN(C)CC2)C1` gave hcGAS lum -7, mcGAS lum -13 and NPYLR7 ag 4.
`O=C(CNc1cncc(Br)c1)N1CCCCC1` gave hcGAS lum 1&-5, mcGAS lum -15 and NPYLR7 ag -17&1.
Screening CCOP(=O)(Cc1ccc(NC(=S)Nc2c(Cl)cccc2Cl)cc1)OCC returned hcGAS lum -2, mcGAS lum -3 and NPYLR7 ag -11.
Screening O=C(CCn1cnc2ccccc2c1=O)NCc1cc(-c2ccc3c(c2)OCCO3)on1 returned hcGAS lum -6, mcGAS lum -7 and NPYLR7 ag 6.
Screening Cc1c(C)c(C(=O)NCCc2ccccn2)n(Cc2cccc(C(F)(F)F)c2)c1C returned hcGAS lum -5, mcGAS lum -6 and NPYLR7 ag 25.
For Cc1cn2c3c(=O)n(C)c(=O)n(C)c3nc2n1CCCN1CCC(C(N)=O)CC1 the results were hcGAS lum 2, mcGAS lum -3 and NPYLR7 ag 3.
Screening O=C(NCCN1CCCCC1)C(C1CCCC1)N1CCN(C(=O)c2ccccc2F)CC1 (centres undefined) returned hcGAS lum -2, mcGAS lum -4 and NPYLR7 ag -5.
Screening COc1ccccc1CN(CCc1c[nH]c2ccccc12)C(=O)CN(C(=O)c1cc([N+](=O)[O-])cc([N+](=O)[O-])c1)C1CC1 returned hcGAS lum -3 and mcGAS lum -8.
For CCOC(=O)C1CCCN(c2cc(Oc3ccccc3)ncn2)C1 (centres undefined) the results were hcGAS lum -5, mcGAS lum -5 and NPYLR7 ag 7.
O=S(=O)(NC1CCOc2ccccc21)N1CCCCCC1 (centres undefined) was read as hcGAS lum 1 and NPYLR7 ag 2.
For O=C(Cn1cnc(-c2ccccc2)cc1=O)NCC1CCCO1 (centres undefined) the results were hcGAS lum -6 and NPYLR7 ag 11.
Screening O=C(NC1CCCc2ccccc21)c1cncn1-c1ccccc1 (centres undefined) returned hcGAS lum -9 and NPYLR7 ag 1.
For CCCCCCCCS(=O)(=O)NCc1nnc(SCc2cccc(C)c2)n1-c1cc(Cl)ccc1C the results were hcGAS lum 0, mcGAS lum -3 and NPYLR7 ag 5.
Screening CCSc1ncccc1C(=O)N1CCN(c2ncccc2NC(=O)c2ccc3c(c2)OCO3)CC1 returned hcGAS lum -7, mcGAS lum -8 and NPYLR7 ag -2.
For O=C1OC(c2ccc3c(c2)OCO3)=NC1=Cc1cc(Cl)c2c(c1)OCCO2 the results were hcGAS lum -9 and NPYLR7 ag 10.
`C=C1/C(=N\OC(=O)Nc2ccc(C)cc2)CC2CC1C2(C)C` (centres undefined) gave hcGAS lum 0 and NPYLR7 ag -7.
COC(=O)c1ccc(N2C(=O)C3C4C=CC(C4)C3C2=O)cc1 (centres undefined) was read as hcGAS lum -3, mcGAS lum -4 and NPYLR7 ag 7.
Screening CN(CC(O)c1ccccc1)C(=O)c1ccc2oc(CCc3ccccc3)nc2c1 (centres undefined) returned hcGAS lum -7, mcGAS lum -11 and NPYLR7 ag 5.
`O=C(C1CCN(Cc2nc(Cc3cccc(C(F)(F)F)c3)no2)CC1)N1CCCC1` gave hcGAS lum -8, mcGAS lum -13 and NPYLR7 ag 6.
Screening O=c1c2cnc3ncnn3c2ccn1-c1ccc(Cl)c(Cl)c1 returned hcGAS lum -6 and NPYLR7 ag 5.

The list goes on, starting with the last two of the part before.
`O=C(C1CCN(Cc2nc(Cc3cccc(C(F)(F)F)c3)no2)CC1)N1CCCC1` gave hcGAS lum -8, mcGAS lum -13 and NPYLR7 ag 6.
Screening O=c1c2cnc3ncnn3c2ccn1-c1ccc(Cl)c(Cl)c1 returned hcGAS lum -6 and NPYLR7 ag 5.
`OC1C[C@H]2CC[C@@H](C1)N2c1nc(-c2cccnc2)nc2c1CNC2` (some centres undefined) gave hcGAS lum -3, mcGAS lum -15 and NPYLR7 ag 0.
Screening CCOC(=O)Nc1nc(CC(=O)N2CCn3c2nc2ccccc23)cs1 returned hcGAS lum -7 and NPYLR7 ag -1.
For O=C(Nc1ccccc1C1SCC(=O)N1c1cc(F)ccc1F)c1ccc(C(F)(F)F)cc1 (centres undefined) the results were hcGAS lum -2, mcGAS lum -9 and NPYLR7 ag 15.
For Cc1ccc2c(C)nc(N3CCCC(NCc4ccccc4)CC3)nc2c1 (centres undefined) the results were hcGAS lum -2, mcGAS lum -4 and NPYLR7 ag 22.
Screening CSCCC(=O)N1CCC(n2c(-c3ccccc3)nc3ccc(F)cc32)CC1 returned hcGAS lum -8, mcGAS lum -7 and NPYLR7 ag 0.
`CCCCC(=O)Nc1nc(-c2ccccc2)c(-c2nccn2C)s1` gave hcGAS lum 5 and NPYLR7 ag -4.
CC(=O)N1CCCC(C(=O)O)C1 (centres undefined) was read as hcGAS lum -6 and NPYLR7 ag 8.
Screening Cc1ccc(C2(C)NC(=O)N(Cc3ccc(Br)cc3)C2=O)o1 (centres undefined) returned hcGAS lum -3, mcGAS lum -11 and NPYLR7 ag 7.
`O=C(CN1CCCCCC1=O)Nc1ccccc1Cl` gave hcGAS lum -5 and NPYLR7 ag 3.
For CCn1cnnc1CNC(=O)N1CC(OCc2cccc3ccccc23)C1 the results were hcGAS lum -13 and NPYLR7 ag 6.
Screening O=C(Cc1ccc(F)cc1)NCCCn1nc(-c2ccc(Cl)cc2)ccc1=O returned hcGAS lum 1 and NPYLR7 ag -2.
CCN(CC)c1ccc(CN(C(=O)NC(C)(C)C)C2CC2)c(OS(=O)(=O)c2ccc(NC(C)=O)cc2)c1 was read as hcGAS lum -5, mcGAS lum -4 and NPYLR7 ag 7.
For O=C(CSc1ccc(F)c(F)c1)NC(=O)Cc1ccccc1 the results were hcGAS lum -9 and NPYLR7 ag 0.
Screening Cc1cccc(C(C(=O)NCc2ccc(CN)cc2)N(C)C)c1 (centres undefined) returned hcGAS lum -4 and NPYLR7 ag 11.
For CCOC(=O)c1cnn(Cc2nc(-c3ccccc3C)oc2C)c1 the results were hcGAS lum 2 and NPYLR7 ag 0.
Screening COC(=O)c1cccc(CN2C(=O)C(C)ON=C2c2ccccc2F)c1 (centres undefined) returned hcGAS lum 1 and NPYLR7 ag 7.
Screening N#CCn1c2ccc(Br)cc2c2nc3ccccc3nc21 returned hcGAS lum -7 and NPYLR7 ag 0.
For Cc1ccccc1CN1CCN(c2cc(Cl)ccc2C)C(=O)C1C (centres undefined) the results were hcGAS lum -2, mcGAS lum -6 and NPYLR7 ag -4.
Cc1nc(CN2CCN(Cc3csc(C)n3)CC2)cs1 was read as hcGAS lum -7 and NPYLR7 ag 0.
`CC(C)CNC(CC(=O)Nc1cc(Cl)ccc1O)C(=O)O` (centres undefined) gave hcGAS lum -6, mcGAS lum -10 and NPYLR7 ag 1.

Reprinted from the part before: two compounds, followed by the next part.
Cc1nc(CN2CCN(Cc3csc(C)n3)CC2)cs1 was read as hcGAS lum -7 and NPYLR7 ag 0.
`CC(C)CNC(CC(=O)Nc1cc(Cl)ccc1O)C(=O)O` (centres undefined) gave hcGAS lum -6, mcGAS lum -10 and NPYLR7 ag 1.
`CCCn1c(N)c(N(C)CCOc2ccc(Cl)cc2)c(=O)[nH]c1=O` gave hcGAS lum -9 and NPYLR7 ag -2.
CN(CC(=O)Nc1c(C#N)cnn1-c1ccccc1)CC(=O)NC1CC1 was read as hcGAS lum -6 and NPYLR7 ag 8.
`O=c1cc(-c2ccccc2)nc(Nc2nc3ccccc3o2)[nH]1` gave hcGAS lum 3 and NPYLR7 ag 12.
CC(=O)c1cc(CC(=O)NC2CC(C)(C)Cc3c2cnn3-c2cccc(F)c2)cs1 (centres undefined) was read as hcGAS lum -8 and mcGAS lum -10.
For CC1CN(C(CNC2CC(C)OC2=O)c2cccs2)CCO1 (centres undefined) the results were hcGAS lum -3 and NPYLR7 ag 1.
Screening N#Cc1c(N)nc2c(c1-c1cccnc1)CCCCCC2 returned hcGAS lum -17 and NPYLR7 ag 1.
O=C1c2cccc3c(N=Cc4ccccc4O)ccc(c23)C(=O)N1c1ccccc1 was read as hcGAS lum -8 and NPYLR7 ag -6.
For CCOC(=O)c1nn(-c2ccc(Cl)cc2)c(=O)c2c(NC(=O)C3CCCC3)scc12 the results were hcGAS lum -7, mcGAS lum -8 and NPYLR7 ag 8.
CNC(=O)CN(C)C(=O)c1cc(Br)c(OCc2ccccc2)c(OC)c1 was read as hcGAS lum -2 and NPYLR7 ag 11.
Screening COCCCN(CC(=O)N(CCc1ccc(OC)c(OC)c1)Cc1sccc1C)C(=O)Nc1ccccc1Br returned hcGAS lum -5, mcGAS lum -5 and NPYLR7 ag 20.
For COc1ccc(CN(CCC2(Cc3ccccc3)CCOC(C)(C)C2)C(C)=O)cc1 (centres undefined) the results were hcGAS lum -4 and NPYLR7 ag -8.
`Cc1nc(C2CC(=O)OC23CCCCC3)cs1` (centres undefined) gave hcGAS lum -14 and NPYLR7 ag 15.
For Cc1ccc(C(CN2CCOCC2)NC(=O)c2ccccc2F)cc1 (centres undefined) the results were hcGAS lum -4 and NPYLR7 ag 0.
Cc1nn(C(C)C)c(C)c1NC(=O)Nc1cccc(CN2CCC(O)CC2)c1 was read as hcGAS lum -6 and NPYLR7 ag 7.
`COc1cccc(OC)c1-c1ccc(-n2cncc2C(=O)NCC(C)(c2ccccc2)c2ccccc2)cc1` gave hcGAS lum 1, mcGAS lum -4 and NPYLR7 ag 11.
FC(F)(F)c1cc(-c2ccc(Cl)cc2)nc2ncnn12 was read as hcGAS lum -2 and NPYLR7 ag -1.
Screening CCCCCCC(=O)Nc1ccc(N2CCCC2)c(C(=O)N2CCCC2)c1 returned hcGAS lum -6, mcGAS lum -9 and NPYLR7 ag -6.
For O=C(CCN1CCCCO1)NC1CCCc2c1cnn2-c1ccc(F)cc1F (centres undefined) the results were hcGAS lum -4 and NPYLR7 ag -4.
Screening C=C1CCC2C(CC2(C)C)C(=C)CC/C1=N\O (centres undefined) returned hcGAS lum 2 and NPYLR7 ag 3.
For CCOC(=O)C(Oc1ccc2c(C)c(CC(=O)OC)c(=O)oc2c1C)c1ccccc1 (centres undefined) the results were hcGAS lum -6, mcGAS lum -10 and NPYLR7 ag -14.
Screening COc1cccc(CO[C@]2(C(=O)NCC3CCCO3)CC(OCc3ccc(C(F)(F)F)cc3)[C@@H]3OC(C)(C)O[C@@H]3C2)c1 (some centres undefined) returned hcGAS lum -4, mcGAS lum -6 and NPYLR7 ag 33.
For CCN(CC)Cc1c(C)[nH]c2c(C)cc(C)cc2c1=O the results were hcGAS lum -3 and NPYLR7 ag 2.
For CCCn1ccnc1CN1C[C@@H](C(=O)O)C[C@@H](C(=O)N2CCCC2)C1 the results were hcGAS lum -5 and NPYLR7 ag 9.
For Cc1c(C)n2c3c(=O)n(CC=Cc4ccccc4)c(=O)n(C)c3nc2n1CC1CCCO1 (centres undefined) the results were hcGAS lum -3, mcGAS lum -8 and NPYLR7 ag 2.
Screening NC1CCN(c2ccccc2C(=O)NCc2ccccc2)CC1 returned hcGAS lum -7, mcGAS lum -8 and NPYLR7 ag 4.
For CC(=O)N1N=C(c2nc(Cl)ccc2Cl)OC1(C)c1ccc(Br)cc1 (centres undefined) the results were hcGAS lum 1 and NPYLR7 ag 9.
`CC(c1ccncn1)N(C)CC(=O)NC1CCCCCCC1` (centres undefined) gave hcGAS lum -9 and mcGAS lum -3.
COc1cccc(N2C(=O)C3C4C=CC(C4=C4CCCC4)C3C2=O)c1 (centres undefined) was read as hcGAS lum -4, mcGAS lum -4 and NPYLR7 ag 4.
For COc1cc2c(cc1OC)C(c1cccc(C(F)(F)F)c1)N(C(=O)COc1ccc(Cl)cc1)CC2 (centres undefined) the results were hcGAS lum -2, mcGAS lum -3 and NPYLR7 ag 19.
Screening CCC1SC(c2ccccc2Cl)N(CCN2CCN(C(=O)Nc3ccc(C(F)(F)F)cc3)CC2)C1=O (centres undefined) returned hcGAS lum 15, mcGAS lum 1 and NPYLR7 ag -14.
For COc1ccc(-c2noc(CN3CCC(c4ccccc4Cl)C3)n2)c(OC)c1OC (centres undefined) the results were hcGAS lum -12, mcGAS lum -11 and NPYLR7 ag 4.
For CCOC(=O)c1cn[nH]c1S(=O)(=O)N1CCN(C)CC1 the results were hcGAS lum -7, mcGAS lum -9 and NPYLR7 ag -3.
Screening Nc1nc(NCC2CCOCC2)cc(N2CCOCC2)n1 returned hcGAS lum -8 and NPYLR7 ag 16.
Screening CCCOC1CCCN(C(=O)c2cccc(C)c2)C1 (centres undefined) returned hcGAS lum -1 and NPYLR7 ag -4.
Clc1ccc2nc(N/N=C\c3ccc4c(c3)OCO4)nc(-c3ccccc3)c2c1 was read as hcGAS lum -6, mcGAS lum -5 and NPYLR7 ag -1.
For CCN1CC(CN(C)Cc2nc(Cc3cccc(F)c3)no2)CC1=O (centres undefined) the results were hcGAS lum 5, mcGAS lum 0 and NPYLR7 ag -6.
For Cc1nc(SCCNC(=O)c2cccc3c2OCC3)n[nH]1 the results were hcGAS lum 1 and mcGAS lum -3.

Structures listed so far with a COOH group:
CC(=O)N1CCCC(C(=O)O)C1 (centres undefined) was read as hcGAS lum -6 and NPYLR7 ag 8.
`CC(C)CNC(CC(=O)Nc1cc(Cl)ccc1O)C(=O)O` (centres undefined) gave hcGAS lum -6, mcGAS lum -10 and NPYLR7 ag 1.
For CCCn1ccnc1CN1C[C@@H](C(=O)O)C[C@@H](C(=O)N2CCCC2)C1 the results were hcGAS lum -5 and NPYLR7 ag 9.

Reprinted at random: 2 records from the list
For CCOC(=O)c1cn[nH]c1S(=O)(=O)N1CCN(C)CC1 the results were hcGAS lum -7, mcGAS lum -9 and NPYLR7 ag -3.
Screening CCCOC1CCCN(C(=O)c2cccc(C)c2)C1 (centres undefined) returned hcGAS lum -1 and NPYLR7 ag -4.

Screens from PubChem BioAssay.
